From PubChem
PPARg SRC3 recr: PPARgamma-driven SRC-3 recruitment agonism | hit rate 0.26% among 200,000 | P37231 | activation, % at 8 µM | biochemical PPARgamma/SRC-3 coactivator recruitment assay | AID 731; in the data active = activation above about 23%;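 also: 0% = DMSO and 100% = reference agonist; some compounds past the cut are filed as inactive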
TLR4 MyD88 comp: blocks binding of human TLR4 to MyD88; inhibition, % at 8.4 µM; hit rate 0.18% among 200,000; O00206+Q99836; HeLa CL3-4 TLR4/MyD88 BLA complementation, FRET ratio; in the data active = inhibition above about 25%;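 also: 0% = vehicle and 100% = reference inhibitor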
PPARg SRC1 recr: promotes SRC-1 coactivator recruitment by human PPARgamma. P37231. PPARgamma-SRC-1 coactivator recruitment biochemical assay. activation, % at 8 µM. hit rate 0.41% among 200,000; in the data active = activation above about 19%;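 also: 0% = DMSO and 100% = reference agonist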
SRC2 TRFRET art: flags TR-FRET format artefacts in PPARgamma SRC-2 recruitment agonist screen | TR-FRET artefact counter-screen; active compounds read high | AID 1049 | hit rate 0.4% among 200,000 | TR-FRET ratio at 8 µM; in the data active = TR-FRET ratio above about 2000; also: inactives centre near 1500; reference of the scale not given here
L major viab: inhibitors of Leishmania major promastigote growth. Leishmania major promastigotes, resazurin fluorescence viability. inhibition, % at 10 µM. hit rate 9% among 200,000; in the data active = inhibition above about 50%;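 also: promastigotes grown with compound for 44 hours at 28 °C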
ROMK primary: modulators of human ROMK potassium channel; P48048; Tet-inducible ROMK, thallium flux fluorescence; actives lie on both sides; B-score at 10 µM; hit rate 2% among 130,000;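 active = signal ratio slope over the read window, or its plate-corrected B-score, at least 3 SD from the plate mean, either direction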;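 also: B-score of the F/F0 ratio slope over 7 to 12 s after thallium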
Target sequence (P48048 whole entry, looked up): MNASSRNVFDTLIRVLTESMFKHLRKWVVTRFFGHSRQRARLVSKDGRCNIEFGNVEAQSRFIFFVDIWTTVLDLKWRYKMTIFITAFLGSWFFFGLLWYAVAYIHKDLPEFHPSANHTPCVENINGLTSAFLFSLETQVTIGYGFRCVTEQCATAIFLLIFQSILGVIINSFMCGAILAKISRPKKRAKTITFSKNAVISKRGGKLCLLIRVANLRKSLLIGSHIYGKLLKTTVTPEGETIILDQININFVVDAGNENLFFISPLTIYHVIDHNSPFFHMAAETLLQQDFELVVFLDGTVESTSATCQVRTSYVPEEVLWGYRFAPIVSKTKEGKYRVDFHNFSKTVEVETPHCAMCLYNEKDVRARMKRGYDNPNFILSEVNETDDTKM
bIAP activator: intestinal alkaline phosphatase (bovine) activation; purified bovine IAP, CDP-star luminescence, 30 min; active compounds read high; fold of DMSO-control signal, blank-subtracted; activation factor at 20 µM; hit rate 0.17% among 200,000; AID 1016;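 active = activation factor of 2 or more at 20 µM, a signal rise over negative controls twice the positive control's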
PPARg SRC2 recr: promotes SRC-2 coactivator recruitment by human PPARgamma | AID 1032 | P37231 | activation, % at 8 µM | PPARgamma LBD-SRC-2 recruitment, biochemical | hit rate 0.34% among 200,000; in the data active = activation above about 22%;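 also: 0% = vehicle and 100% = reference agonist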
bIAP inh: intestinal alkaline phosphatase (bovine) inhibition; purified bovine IAP, CDP-star luminescence, 30 min; AID 1019; inhibition, % at 20 µM; 190,000 tested, under 10 active;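 active = over 50% inhibition of intestinal alkaline phosphatase at 20 µM in the single-dose screen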
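System: Purified bovine intestinal alkaline phosphatase (IAP) enzyme | Input: IAP diluted 1/65,000,000 in the well | Also added: CDP-star chemiluminescent phosphatase substrate, 30 µM final | Dosing: 20 µM single dose | Times: Enzyme reaction for 30 min at room temperature | Detection: Luminescence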
DTT redox prof: compounds producing H2O2 with reducing agent – biochemical, NIH compound library profiling, artefact control for MLSCN library redox annotation, primary screen | DTT-dependent redox cycling H2O2, phenol red/HRP absorbance; 100% = 100 µM peroxide control, 0% = buffer | hit rate 0.03% among 200,000 | activation, % at 10 µM;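 active = activation of at least 50% relative to the plate's high and low controls in the primary single-dose screen; inactive = activation below 50%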;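 also: compound incubated with DTT at 0.8 mM final as the reducing agent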
S1P3 antagonist: blocks the human S1P3 receptor; Q99500; CHO S1P3 NFAT-BLA reporter, FRET fluorescence, antagonist mode; inhibition, % at 4.98 µM; hit rate 0.27% among 170,000;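 active = inhibition above the plate cutoff, the mean inhibition of test wells on that plate plus 3 SD, cut at about 28% in these data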;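 also: cells challenged with S1P at its EC80 of 0.8 µM; blue over green emission ratio from cleaved BLA substrate after 4 h stimulation; 0% = S1P-stimulated wells and 100% = unstimulated DMSO-only wells; some compounds past the cut are filed as inactive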
Target sequence (Q99500 whole entry, looked up): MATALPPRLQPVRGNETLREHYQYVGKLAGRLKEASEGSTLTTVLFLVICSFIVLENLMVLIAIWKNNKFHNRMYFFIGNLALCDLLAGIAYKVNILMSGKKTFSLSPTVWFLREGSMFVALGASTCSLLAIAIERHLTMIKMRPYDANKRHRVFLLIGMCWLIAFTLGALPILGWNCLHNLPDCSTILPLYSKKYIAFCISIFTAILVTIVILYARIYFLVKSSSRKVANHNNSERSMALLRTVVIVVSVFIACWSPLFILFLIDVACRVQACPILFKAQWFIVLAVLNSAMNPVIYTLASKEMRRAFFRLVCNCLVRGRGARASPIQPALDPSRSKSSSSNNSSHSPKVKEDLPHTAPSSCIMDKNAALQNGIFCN
An asterisk follows results filed as active; . = not tested or not shown.

Short forms – A = PPARg SRC3 recr; B = TLR4 MyD88 comp; C = PPARg SRC1 recr; D = SRC2 TRFRET art; E = L major viab; F = ROMK primary; G = bIAP activator; H = PPARg SRC2 recr; I = bIAP inh; J = DTT redox prof; K = S1P3 antagonist
Cc1ccccc1CS(=O)(=O)CCC(=O)NCc1ccccn1
  A: -11	B: -11	C: 3	D: 1554	E: -2	F: 0.09	G: 1.1	H: -2	I: -7	J: -0.2	K: -13
COc1ccc(-c2cn(-c3ccc(SC(F)F)cc3)c3[n+]2CCC3)cc1OC
  A: -2	B: -1	C: -6	D: 1482	E: -2	F: -1.1	G: 0.9	H: -5	I: 14	J: 0.0	K: 0
COc1ccccc1-c1cc(C(F)(F)F)n2ncc(S(=O)(=O)c3ccccc3)c2n1
  A: 4	B: 17	C: 1	D: 1507	E: 2	F: .	G: 1	H: 7	I: -3	J: 1.8	K: .
CCCCn1c(SCC(=O)NCc2ccccc2)nc2ccc(N3CCOCC3)cc2c1=O
  A: 10	B: 1	C: 3	D: 1636	E: 30	F: 0.0056	G: 1.1	H: 17	I: -6	J: 1.4	K: .
COCC1CCCN(Cc2nc(Cc3ccccc3)no2)C1 (stereo not drawn)
  A: 0	B: -23	C: -7	D: 1352	E: 2	F: 0.57*	G: 1.2	H: -8	I: -18	J: -1.8	K: -15
CCC(C)NC(=O)Nc1ccc(Br)cc1Cl (stereo not drawn)
  A: 0	B: -23	C: -2	D: 1380	E: 11	F: -0.12	G: 0.9	H: -8	I: 10	J: -1.3	K: 16
COC(=O)COc1ccc(S(=O)(=O)Nc2ccc3c(c2)OCO3)cc1Cl
  A: -8	B: 3	C: -7	D: 1228	E: -7	F: .	G: 1	H: -1	I: -3	J: 1.3	K: 10
O=C(OCCn1cncn1)c1cc2ccccc2oc1=O
  A: 4	B: 8	C: -6	D: 1400	E: 2	F: .	G: 1	H: 0	I: 4	J: -0.6	K: -16
Cc1ccccc1NC(=O)NCC1CCCO1 (stereo not drawn)
  A: 4	B: 6	C: 7	D: 1710	E: -7	F: 0.44	G: 0.9	H: 4	I: 9	J: 0.0	K: .
C/C(Cl)=C/CSc1nn2c(=O)c3ccccc3nc2s1
  A: 5	B: -7	C: 6	D: 1666	E: -1	F: -0.26	G: 0.8	H: 7	I: 24	J: -0.3	K: .
O=C(NCCO)C1CCN(C(=O)c2ccc(-c3ccccc3)cc2)CC1
  A: -1	B: 5	C: -10	D: 1432	E: -8	F: .	G: 1	H: -6	I: 1	J: -0.6	K: -2
Cc1c(OCc2ccccc2)c(=O)ccn1Cc1ccc(Cl)cc1
  A: 3	B: -3	C: 2	D: 1470	E: 3	F: 0.0017	G: 0.9	H: 10	I: 9	J: 0.0	K: .
COc1ccccc1N(CC(O)COc1c(C)cc(C)cc1C)S(=O)(=O)c1ccccc1 (stereo not drawn)
  A: 4	B: 5	C: 5	D: 1551	E: 17	F: 0.79	G: 1.1	H: 13	I: -10	J: -0.3	K: 9
COC(=O)CSc1nnc(CNC(=O)c2cc(OC)c(OC)c(OC)c2)n1C
  A: 13	B: -18	C: -4	D: 1537	E: -6	F: .	G: 1	H: -1	I: 0	J: -0.1	K: -3
Cc1ccc(NC(=O)COC(=O)c2ccn(C)n2)cc1
  A: 3	B: -7	C: 2	D: 1534	E: 3	F: 1.2	G: 1	H: 2	I: -4	J: 20	K: 0
Cc1cc(C)c(OCC(=O)Nc2ccc(NC(=O)c3ccco3)cc2)c([N+](=O)[O-])c1
  A: -5	B: -4	C: -4	D: 1463	E: 1	F: 0.14	G: 0.9	H: 2	I: 8	J: -0.1	K: 10
CCC1(COC(=O)Nc2cccc(Cl)c2)COC1
  A: -1	B: -1	C: 0	D: 1816	E: -1	F: .	G: 0.7	H: 12	I: 26	J: 1.5	K: -3
C=CCn1c(CNc2ccccc2)nnc1SCC(=O)N/N=C/c1ccccc1O
  A: -4	B: 1	C: -1	D: 1450	E: 97*	F: -0.31	G: 1.6	H: 1	I: -58	J: 0.3	K: .
O=C(c1cnc2nc3ccccc3n2c1)c1cc(F)ccc1O
  A: 5	B: -5	C: -2	D: 1455	E: 4	F: -0.17	G: 1.1	H: 6	I: -7	J: -0.5	K: -9
Cn1c(N)c(C(=O)COC(=O)CSc2ccc(Cl)cc2)c(=O)n(C)c1=O
  A: -2	B: -4	C: 1	D: 1539	E: -6	F: 1.5	G: 0.9	H: 5	I: 12	J: -0.2	K: -1
Cc1ccc(S(=O)(=O)Cn2nnnc2C(C(C)C)N2CCN(C(=O)c3ccco3)CC2)cc1 (stereo not drawn)
  A: -1	B: -2	C: -2	D: 1635	E: 5	F: .	G: .	H: 5	I: .	J: 0.2	K: 11
COCCCNC(=O)CC(NS(=O)(=O)c1ccc(Cl)cc1)c1ccc(OC)cc1 (stereo not drawn)
  A: 2	B: -6	C: 3	D: 1518	E: 2	F: -0.047	G: 0.7	H: 0	I: 32	J: 0.2	K: .
COCCN(Cc1cc2cccc(C)c2[nH]c1=O)C(=O)c1ccccc1
  A: -3	B: 1	C: 6	D: 1695	E: -3	F: .	G: 1.1	H: 5	I: -6	J: 2.5	K: 11
Cc1ncc(S(=O)(=O)c2ccc(Cl)cc2)c(-c2ccccc2)n1
  A: 11	B: -1	C: -4	D: 1508	E: 16	F: -0.49	G: 0.9	H: 12	I: 14	J: 0.2	K: .
Cc1ccc(C(=O)CSc2nsc(C)c2C#N)cc1
  A: -1	B: -4	C: -1	D: 1402	E: -6	F: .	G: 0.8	H: 2	I: 24	J: 1.6	K: .
COC(=O)CCc1c(C)[nH]c(=S)[nH]c1=O
  A: 3	B: -8	C: -3	D: 1278	E: 0	F: .	G: 0.8	H: -1	I: 21	J: -0.2	K: .
CSCCC(/C(O)=C(\C#N)c1nc2ccccc2[nH]1)N1C(=O)c2ccccc2C1=O (stereo not drawn)
  A: 4	B: -7	C: 2	D: 1572	E: 3	F: -0.052	G: 1.3	H: 3	I: -25	J: 2.0	K: -19
O=c1ccnc(NCCc2ccccc2)[nH]1
  A: -1	B: 9	C: 1	D: 1702	E: 0	F: .	G: 1	H: 4	I: -1	J: 3.1	K: 9
Cc1ccc(OCc2ccc(C(=O)NCc3cccnc3)cc2)cc1C
  A: 3	B: -4	C: 5	D: 1563	E: 11	F: 0.83	G: 1.1	H: 5	I: -5	J: 0.3	K: 11
Cc1cc(C)c(NC(=O)CSc2nnc(-c3ccncc3)n2Cc2ccco2)c(Cl)c1
  A: 3	B: -13	C: -10	D: 1553	E: 4	F: -0.034	G: 1	H: 9	I: -1	J: 0.0	K: .

Complete entries, quoted from the list. Values in the order: PPARg SRC3 recr, TLR4 MyD88 comp, PPARg SRC1 recr, SRC2 TRFRET art, L major viab, ROMK primary, bIAP activator, PPARg SRC2 recr, bIAP inh, DTT redox prof, S1P3 antagonist
Shown for `CCC1(COC(=O)Nc2cccc(Cl)c2)COC1` → -1, -1, 0, 1816, -1, ., 0.7, 12, 26, 1.5, -3
Shown for `Cc1ccc(S(=O)(=O)Cn2nnnc2C(C(C)C)N2CCN(C(=O)c3ccco3)CC2)cc1` (stereo not drawn) → -1, -2, -2, 1635, 5, ., ., 5, ., 0.2, 11
Shown for `O=C(c1cnc2nc3ccccc3n2c1)c1cc(F)ccc1O` → 5, -5, -2, 1455, 4, -0.17, 1.1, 6, -7, -0.5, -9

(continued)
Short forms – A = PPARg SRC3 recr; B = TLR4 MyD88 comp; C = PPARg SRC1 recr; D = SRC2 TRFRET art; E = L major viab; F = ROMK primary; G = bIAP activator; H = PPARg SRC2 recr; I = bIAP inh; J = DTT redox prof; K = S1P3 antagonist
COc1ccccc1/C=C(\NC(=O)c1ccc(OC)c(OC)c1)C(=O)Nc1cc([N+](=O)[O-])ccc1C
  A: 1	B: 0	C: -4	D: 1493	E: -3	F: 0.011	G: 0.9	H: 2	I: 10	J: -0.1	K: -3
CCC(=O)N1CCN(CCN=CC2=C(O)CC(c3ccc(OC)cc3)CC2=O)CC1 (stereo not drawn)
  A: -3	B: 5	C: 1	D: 1577	E: -3	F: 0.47	G: 1	H: -2	I: -1	J: 0.2	K: -3
CC(C)(C)c1ccc(S(=O)(=O)CCc2ccccn2)cc1
  A: 5	B: 5	C: 4	D: 1525	E: -5	F: .	G: 0.9	H: -6	I: 13	J: 0.6	K: .
Cn1cc(C(=O)NCc2cccs2)c(=O)c2cc(S(=O)(=O)N3CCCC3)ccc21
  A: -1	B: 3	C: -2	D: 1624	E: 12	F: -0.34	G: 1	H: -6	I: 0	J: 0.4	K: -1
Cc1cc(OC(=O)Cc2cccc3ccccc23)c([N+](=O)[O-])c(=O)[nH]1
  A: 2	B: -3	C: 0	D: 1394	E: 0	F: 1.5	G: 1	H: 11	I: 3	J: -0.3	K: 13
Cc1cc(C)c(S(=O)(=O)/N=C2/C=C(Sc3ncn[nH]3)C(=O)c3ccccc32)cc1C
  A: 4	B: -23	C: -3	D: 1625	E: 100*	F: -4.9*	G: 1.1	H: 1	I: -10	J: 143*	K: -11
COc1ccc(C2CC(c3cccs3)=NN2c2nc(C)c(C(C)=O)s2)cc1OC (stereo not drawn)
  A: 0	B: 15	C: -4	D: 1484	E: 7	F: 0.34	G: 1.2	H: -6	I: -25	J: 0.1	K: -17
COc1cc(-c2nnc(-c3ccco3)o2)ccc1OCc1ccccc1
  A: -4	B: -7	C: -3	D: 1606	E: -1	F: -2	G: 0.9	H: -5	I: 9	J: -0.6	K: -8
COc1ccc(C(=O)Nc2ccccc2N2CCOCC2)cc1[N+](=O)[O-]
  A: 4	B: 3	C: 6	D: 1431	E: 0	F: -0.091	G: 1.1	H: 7	I: -8	J: -0.2	K: 7
O=C(CCN1CCCCCC1)Nc1ccccc1F
  A: -16	B: 7	C: 1	D: 1520	E: -7	F: .	G: .	H: 9	I: .	J: 0.4	K: .
CSCCC(NC(=O)c1ccoc1C)C(=O)O (stereo not drawn)
  A: -2	B: 1	C: 3	D: 1796	E: 65*	F: 1	G: 0.9	H: 2	I: 11	J: 0.3	K: .
Cc1ccc(CNC(=O)CCc2ccc(S(=O)(=O)NC3CCCCC3)cc2)cc1
  A: 3	B: -12	C: 6	D: 1628	E: 73*	F: .	G: 0.9	H: 7	I: 15	J: 0.2	K: .
CCNS(=O)(=O)c1ccc(CCC(=O)NCc2ccc(C)cc2)cc1
  A: -5	B: -3	C: 1	D: 1607	E: 1	F: 0.77	G: 1	H: -3	I: 3	J: -0.1	K: 1
COc1ccc(-c2nn(CCC#N)cc2/C=N/O)cc1OC
  A: 3	B: -13	C: 3	D: 1696	E: -10	F: 1.9	G: 1	H: 7	I: -1	J: -0.1	K: 4
